PfG6PD inh = PfG6PD (Plasmodium falciparum) enzyme inhibition; PfGluPho enzyme, NADPH resazurin-diaphorase fluorescence; inhibition, % at 20 µM; 350,000 tested, 0.78% active; AID 504690;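 active = inhibition reaching at least a set limit at 20 µM in the primary screen, cut at about 59% in these data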;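 note: 0% = DMSO wells with substrate and 100% = DMSO wells lacking glucose-6-phosphate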
UBC13 polyUb = blocks human UBC13 polyubiquitin chain formation; P61088; TR-FRET; inhibition, % at 20 µM; 330,000 tested, 0.47% active; AID 485273; in the data active = inhibition above about 45%, passing the limit was not always enough
SENP6 block = SENP6 protease inhibition; Q9GZR1; Recombinant SENP6 catalytic domain, aminoluciferin luminescence; inhibition, % at 10 µM; 330,000 tested, 1.8% active; AID 2599;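 active = inhibition above about 50% at the single tested dose, limit read from the data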;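 note: plate controls were DMSO wells with enzyme for no effect and DMSO wells lacking enzyme for full effect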
SENP7 block = blocks the human protease SENP7; Q9BQF6; recombinant SENP7, Z-RLRGG-aminoluciferin luminescence, 40 min; inhibition, % at 5 µM; 330,000 tested, 1.5% active;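 active = inhibition above about 50% at the single test dose, limit read from the data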;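 note: plate controls were DMSO with enzyme for no effect and no enzyme buffer wells for full effect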
SENP8 block-1 = SENP8 (human) protease inhibition. Q96LD8. recombinant SENP8, Nedd8 substrate fluorescence. inhibition, % at 20 µM. 360,000 tested, 0.64% active. AID 602440; in the data active = inhibition mostly above about 40%, no sharp cut-off; inactive = mostly below about 27%
SENP1 FRET inh = SENP1 (human) catalytic domain inhibition; Q9P0U3; recombinant SENP1 catalytic domain, CyPet-SUMO1-YPet FRET cleavage; inhibition, % at 10 µM; 360,000 tested, 0.21% active;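 active = inhibition at least 30% at 10 µM, raw YFP signal under a set limit, fluorescence ratio 0.5 to 1.5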;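 note: 0% = enzyme with DMSO and 100% = no enzyme wells; some results filed as inactive read as strong as hits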
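Test system: hSENP1 catalytic domain, recombinant; Amount: 20 pM final SENP1 enzyme; Medium: Tris pH 8 buffer plus EDTA, NaCl, BME, BSA, NP40, catalase; Schedule: 50 min enzyme reaction, room temperature, light-protected; Technique: FRET fluorescence in CFP and YFP emission channels; Controls: no-enzyme wells low, DMSO-plus-enzyme wells high control.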
HKDC1 inhibitor = blocks human hexokinase HKDC1 activity | Q2TB90 | recombinant HKDC1, G6PDH/diaphorase resazurin coupled fluorescence | inhibition, % at 20 µM | 340,000 tested, 0.16% active;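 active = inhibition above about 35% when tested at 20 µM, limit read from the data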;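 note: plate controls were DMSO wells with enzyme for no effect and DMSO wells lacking enzyme for full effect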
Target sequence (Q2TB90 whole entry, looked up): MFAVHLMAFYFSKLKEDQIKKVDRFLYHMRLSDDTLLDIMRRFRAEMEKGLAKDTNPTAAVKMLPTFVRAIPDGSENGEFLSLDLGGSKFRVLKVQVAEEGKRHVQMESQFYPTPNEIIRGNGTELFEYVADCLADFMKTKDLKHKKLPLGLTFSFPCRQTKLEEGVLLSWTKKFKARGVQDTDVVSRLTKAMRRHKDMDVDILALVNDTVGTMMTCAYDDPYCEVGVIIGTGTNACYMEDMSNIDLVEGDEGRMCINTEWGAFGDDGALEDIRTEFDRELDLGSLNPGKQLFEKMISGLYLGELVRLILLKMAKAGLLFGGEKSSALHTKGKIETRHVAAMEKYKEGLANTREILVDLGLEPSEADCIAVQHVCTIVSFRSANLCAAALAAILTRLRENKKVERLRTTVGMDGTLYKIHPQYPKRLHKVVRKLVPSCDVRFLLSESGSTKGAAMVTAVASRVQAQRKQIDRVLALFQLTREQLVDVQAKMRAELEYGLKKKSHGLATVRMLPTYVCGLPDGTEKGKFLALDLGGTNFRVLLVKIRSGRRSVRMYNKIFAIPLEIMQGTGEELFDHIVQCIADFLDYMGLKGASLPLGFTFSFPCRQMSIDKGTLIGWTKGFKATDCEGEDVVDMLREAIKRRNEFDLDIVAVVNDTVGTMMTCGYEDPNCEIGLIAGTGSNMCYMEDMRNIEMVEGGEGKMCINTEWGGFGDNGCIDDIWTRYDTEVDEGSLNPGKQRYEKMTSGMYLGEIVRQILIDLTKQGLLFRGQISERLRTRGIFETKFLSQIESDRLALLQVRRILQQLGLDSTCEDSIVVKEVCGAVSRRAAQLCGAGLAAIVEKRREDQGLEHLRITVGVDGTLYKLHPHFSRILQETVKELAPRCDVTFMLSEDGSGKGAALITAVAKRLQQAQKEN
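Test system: Recombinant HKDC1 (HK5) hexokinase enzyme, produced in-house | Input: HKDC1 at 5 µg/mL | Buffer or medium: Tris pH 8.0 buffer with MgCl2, Tween-20, BSA, BME | Schedule: 90 min reaction incubation at room temperature, dark | Technique: Resazurin-to-resorufin fluorescence via G6PDH and diaphorase coupling, 525/613 nm | Controls: DMSO wells with and without enzyme mix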
SENP8 block-2 = blocks the human protease SENP8; Q96LD8; purified SENP8, Z-RLRGG-aminoluciferin cleavage, luminescence; inhibition, % at 10 µM; 330,000 tested, 1.2% active; AID 2540; in the data active = inhibition above about 50%
MIN6 prolif = inducers of beta-cell replication in MIN6 cells; MIN6 cells proliferation, ATPlite luminescence, 48 h; cells starved in 0.2% serum; 100% = growth in 10% serum; proliferation, % at 10 µM; 330,000 tested, 0.29% active;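 active = compounds whose signal lies at least 3.5 SD above the mean of all wells on their plate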;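 note: 0% = DMSO-treated cells in low-serum medium and 100% = 10% serum control; some compounds called inactive have numbers as strong as hits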
* hit, by the source's call; i = inactive; x = no result given.

Each structure is followed by: SENP8 block-2	MIN6 prolif	PfG6PD inh	HKDC1 inhibitor	SENP8 block-1	UBC13 polyUb	SENP1 FRET inh	SENP7 block	SENP6 block
#1 Cc1ccc(C)c(N2CCN(C(=O)CCCCn3c(=O)[nH]c4ccccc4c3=O)CC2)c1
    0	-4	2	2	16	0	1	-6	-7
#2 CSc1cccc(NC(=O)CCCOc2ccc(Cl)cc2Cl)c1
    -3	-2	32	4	25	3	-1	5	-7
#3 Cc1ccc(CNC(=O)c2cnc(-c3ccccn3)nc2C(F)(F)F)cc1
    -8	-2	-7	-5	12	-14	-2	-9	-7
#4 COc1ccc(S(=O)(=O)N2CC(O)CC2C(=O)Nc2cccnc2)cc1 (stereo not given)
    8	1	-11	9	13	1	2	1	-5
#5 CC(C)(C)c1cc[n+](/C(C(=S)NC2CC2)=C(/[O-])c2ccc(Cl)s2)cc1
    -1	-5	-12	2	0	-14	1	19	-13
#6 COc1cccc(N/C=C/C(=O)c2ccc(C)cc2)c1
    95*	-3	26	3	-174	1	-65	96*	91*
#7 COC(=O)c1c(NC(=O)c2ccco2)sc(C(=O)N2CCCC2)c1C
    0	0	-8	-10	-274	0	-2	10	-6
#8 Cc1onc(-c2ccccc2)c1C(=O)NCCc1c[nH]c2ccccc12
    1	-1	3	1	5	6	-1	-11	0
#9 O=C(NCc1ccc(Cl)cc1)C1CCN(C(=O)c2ccc(Cl)cc2)CC1
    -10	0	-7	-2	4	-3	2	-7	-12
#10 CC(C)(O)C#Cc1ccc(CNC[C@H]2O[C@@H](n3cnc(C(N)=O)n3)[C@H](O)[C@@H]2O)s1
    x	x	-5	5	5	x	-1	x	x
#11 O=S1(=O)N[C@@H](CC2CCCCC2)COc2cc(Br)ccc21
    x	x	0	2	4	x	2	4	x
#12 COc1ccc2oc(=O)cc(CN(C)Cc3ccccc3)c2c1
    -8	-3	-8	-4	-63	11	-4	1	4
#13 CC(C)CC(=O)Nc1ccc(F)c(Cl)c1
    2	-4	-3	-1	10	7	-1	-3	-14
#14 CN(C)S(=O)(=O)c1ccc(Cl)c(C(=O)OCC(=O)NC(=O)NC2CCCC2)c1
    0	4	14	-5	6	13	0	-2	-2
#15 CCc1nnc(NS(=O)(=O)c2ccccc2)s1
    -4	0	7	-3	14	-9	5	6	-4

Continuation:
Each structure is followed by: SENP8 block-2	MIN6 prolif	PfG6PD inh	HKDC1 inhibitor	SENP8 block-1	UBC13 polyUb	SENP1 FRET inh	SENP7 block	SENP6 block
#16 O=C(OCC(=O)N1CCN(C(=O)COC(=O)c2ccccc2NCCO)CC1)c1ccccc1NCCO
    x	x	0	-4	i	x	-13	x	x
#17 CC1(C)OC(=O)CC1C(=O)NCc1ccccc1 (stereo not given)
    -7	1	-4	5	22	-2	1	-7	-17
#18 Clc1ccc(/C=N/N2CCN(Cc3ccccc3Cl)CC2)cc1
    0	-4	16	0	2	2	0	2	3
#19 CC(C)(C)NC(=O)CN1CCCN(C(=O)c2cccc(S(=O)(=O)N3CCc4ccccc43)c2)CC1
    -4	-3	-3	-8	0	2	-1	1	-11
#20 CCOc1ccc(S(=O)(=O)NCCC(=O)NCCc2ccc(OCC)c(OCC)c2)cc1
    -2	-6	6	-4	3	3	1	0	-3
#21 OCCCC1CCCCN1Cc1nc(Cc2ccccc2Cl)no1 (stereo not given)
    11	-2	-1	-5	6	8	2	-2	21
#22 CC(C)C(OC(=O)c1cc2sccc2n1C)C(=O)NCC1CCCO1 (stereo not given)
    1	0	-8	-8	12	4	2	11	-15
#23 Cc1ccc(NCc2n[nH]c(=S)n2-c2cccc(Cl)c2)cc1
    8	-1	43	-10	4	-7	1	7	4
#24 CCCOc1ccc(NC(=O)CC2Nc3ccccc3NC2=O)cc1 (stereo not given)
    -10	-3	-5	-6	-15	-15	-79	-4	-2
#25 O=C(O)CCS(=O)(=O)c1cccc2cccnc12
    -8	-1	-1	-8	13	0	1	-7	-5
#26 O=C(NCc1n[nH]c(=S)n1-c1cccc(C(F)(F)F)c1)c1ccc(S(=O)(=O)N2CCCC2)cc1
    -6	-5	33	-9	5	-4	1	-6	-27
#27 Cc1cc2ccccc2nc1SCC(=O)N1CCCC1
    0	-3	-7	-9	13	28	1	4	-25
#28 NC(=O)CSc1nnc2ccc(-c3ccc(F)cc3)nn12
    3	1	-11	-6	-241	13	0	-4	12
#29 Cc1ccc(CNC(=O)Cc2ccc(NC3=NC4CS(=O)(=O)CC4S3)cc2)cc1 (stereo not given)
    -4	2	-2	-5	6	6	0	-4	-10
#30 CC1(C(=O)O)CCC(C(=O)Nc2cccc(F)c2)C1(C)C (stereo not given)
    -1	-5	-3	5	23	3	2	-13	-11

2 of the compounds above, as tab-separated lines.
item	Compound	SENP8 block-2	MIN6 prolif	PfG6PD inh	HKDC1 inhibitor	SENP8 block-1	UBC13 polyUb	SENP1 FRET inh	SENP7 block	SENP6 block
28	NC(=O)CSc1nnc2ccc(-c3ccc(F)cc3)nn12	3	1	-11	-6	-241	13	0	-4	12
24	CCCOc1ccc(NC(=O)CC2Nc3ccccc3NC2=O)cc1 (stereo not given)	-10	-3	-5	-6	-15	-15	-79	-4	-2

Continued:
Each structure is followed by: SENP8 block-2	MIN6 prolif	PfG6PD inh	HKDC1 inhibitor	SENP8 block-1	UBC13 polyUb	SENP1 FRET inh	SENP7 block	SENP6 block
#31 COc1ccc(Nc2ncnc3ccc(Br)cc23)c(OC)c1
    -10	-1	-1	-1	14	9	-2	-14	-1
#32 Cc1nc(CSc2nnc(N)s2)cs1
    4	1	-1	0	9	-1	2	4	1
#33 CCn1nnc2cc(C(=O)Nc3ccc(C(=O)OC(C)C)cc3)ccc21
    4	-2	23	5	-47	1	-10	6	7
#34 COc1ccc(N2CCN(C(=O)c3ccc(N(C)S(=O)(=O)c4ccc(OC)cc4)cc3)CC2)cc1
    1	-5	2	-2	6	3	0	-2	5
#35 CCCCNC(=S)NC1CCCC1
    -1	0	-6	-8	13	0	1	6	-6
#36 Cc1ccc(OC(=O)C23CC4CC(CC(C4)C2)C3)c(C)n1
    -4	-3	-8	-4	6	7	-1	-8	-25
#37 CC(=O)c1ccc(NC(=O)CSc2nc3nn(-c4ccccc4)c(=O)c-3c3n2CCCCC3)cc1
    x	x	-1	-6	22	x	1	x	x
#38 COc1cc(OC)cc(C(=O)n2cnnc2N)c1
    2	0	-4	-1	31	0	2	10	4
#39 COc1ccc(CN=CC2=C(O)CC(C)(C)CC2=O)cc1
    0	1	7	1	16	4	3	7	-5
#40 COc1ccc(C2(C(=O)c3ccccc3)C(=O)c3ccccc3C2=O)cc1
    29	-4	14	6	8	-5	-2	-3	22
#41 Cc1nnc2sc(SCc3ccc(Br)cc3)nn2c1=O
    -11	-3	1	-5	35	-10	2	-2	0
#42 O=C(c1ccc(F)cc1)C(C(=O)N1CCCCC1)n1ccccc1=O (stereo not given)
    -4	0	-5	-4	-9	14	2	3	-24
#43 CCOc1ccc(NC(=O)CC2C(=O)N(c3ccc(OCC)cc3)C(=S)N2C2CC2)cc1 (stereo not given)
    1	2	-13	3	1	-11	2	-3	-7
#44 COc1ccc(NC(=O)CSc2nnc(Cn3c(=O)sc4ccccc43)n2C)cc1OC
    -5	-2	11	-1	8	5	0	0	-17
#45 Cn1c(SCC(=O)Nc2ccc(N3CCOCC3)cc2)nnc1-c1ccco1
    -8	-1	-5	-6	3	-2	10	0	-21
#46 O=C(Nc1cc(S(=O)(=O)N2CCCCC2)ccc1Cl)C1=NN(c2ccccc2)C(=O)CC1
    -1	-5	-16	-2	-31	-1	1	12	-22
#47 O=C(Cn1cnc(Cl)c1Cl)c1ccc(F)cc1
    -3	0	11	-9	16	10	1	1	-3
#48 O=C(Nc1ccccc1)c1sc(Cl)nc1-c1ccccc1
    2	0	-4	-5	4	5	-1	5	4

A second format for part of the listing above.
24: CCCOc1ccc(NC(=O)CC2Nc3ccccc3NC2=O)cc1 (stereo not given)
25: O=C(O)CCS(=O)(=O)c1cccc2cccnc12
26: O=C(NCc1n[nH]c(=S)n1-c1cccc(C(F)(F)F)c1)c1ccc(S(=O)(=O)N2CCCC2)cc1
27: Cc1cc2ccccc2nc1SCC(=O)N1CCCC1

Screen / compound no.	24	25	26	27
SENP8 block-2	-10	-8	-6	0
MIN6 prolif	-3	-1	-5	-3
PfG6PD inh	-5	-1	33	-7
HKDC1 inhibitor	-6	-8	-9	-9
SENP8 block-1	-15	13	5	13
UBC13 polyUb	-15	0	-4	28
SENP1 FRET inh	-79	1	1	1
SENP7 block	-4	-7	-6	4
SENP6 block	-2	-5	-27	-25

Three of the compounds above, with one line to a screen.
7: COC(=O)c1c(NC(=O)c2ccco2)sc(C(=O)N2CCCC2)c1C
8: Cc1onc(-c2ccccc2)c1C(=O)NCCc1c[nH]c2ccccc12
9: O=C(NCc1ccc(Cl)cc1)C1CCN(C(=O)c2ccc(Cl)cc2)CC1
assay / compound | 7 | 8 | 9
SENP8 block-2 | 0 | 1 | -10
MIN6 prolif | 0 | -1 | 0
PfG6PD inh | -8 | 3 | -7
HKDC1 inhibitor | -10 | 1 | -2
SENP8 block-1 | -274 | 5 | 4
UBC13 polyUb | 0 | 6 | -3
SENP1 FRET inh | -2 | -1 | 2
SENP7 block | 10 | -11 | -7
SENP6 block | -6 | 0 | -12

Screening data as filed in PubChem.
